Screening results deposited in PubChem by Johns Hopkins Ion Channel Center.
TMEM16A act = TMEM16A chloride channel activators or potentiators, primary screen, cell-based, HTS | Anoctamin-1 (Mus musculus), Q8BHY3 | HEK293 TMEM16A/YFP-H148Q/I152L, iodide quench fluorescence; stronger effect = lower value | B-score at 10 µM | actives 0.3% (n = 340,000) | AID 623877, 2012;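 active = fluorescence-ratio B-score plate-corrected deviation score at least 3 library SD below zero, with starting fluorescence score within 5 deviations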;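 also: channel opened by trigger with iodide after compound preincubation; score built on the fluorescence ratio of max minus min over baseline; more negative score means more quench and so TMEM16A activation or potentiation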
Target sequence (Q8BHY3 whole entry, looked up): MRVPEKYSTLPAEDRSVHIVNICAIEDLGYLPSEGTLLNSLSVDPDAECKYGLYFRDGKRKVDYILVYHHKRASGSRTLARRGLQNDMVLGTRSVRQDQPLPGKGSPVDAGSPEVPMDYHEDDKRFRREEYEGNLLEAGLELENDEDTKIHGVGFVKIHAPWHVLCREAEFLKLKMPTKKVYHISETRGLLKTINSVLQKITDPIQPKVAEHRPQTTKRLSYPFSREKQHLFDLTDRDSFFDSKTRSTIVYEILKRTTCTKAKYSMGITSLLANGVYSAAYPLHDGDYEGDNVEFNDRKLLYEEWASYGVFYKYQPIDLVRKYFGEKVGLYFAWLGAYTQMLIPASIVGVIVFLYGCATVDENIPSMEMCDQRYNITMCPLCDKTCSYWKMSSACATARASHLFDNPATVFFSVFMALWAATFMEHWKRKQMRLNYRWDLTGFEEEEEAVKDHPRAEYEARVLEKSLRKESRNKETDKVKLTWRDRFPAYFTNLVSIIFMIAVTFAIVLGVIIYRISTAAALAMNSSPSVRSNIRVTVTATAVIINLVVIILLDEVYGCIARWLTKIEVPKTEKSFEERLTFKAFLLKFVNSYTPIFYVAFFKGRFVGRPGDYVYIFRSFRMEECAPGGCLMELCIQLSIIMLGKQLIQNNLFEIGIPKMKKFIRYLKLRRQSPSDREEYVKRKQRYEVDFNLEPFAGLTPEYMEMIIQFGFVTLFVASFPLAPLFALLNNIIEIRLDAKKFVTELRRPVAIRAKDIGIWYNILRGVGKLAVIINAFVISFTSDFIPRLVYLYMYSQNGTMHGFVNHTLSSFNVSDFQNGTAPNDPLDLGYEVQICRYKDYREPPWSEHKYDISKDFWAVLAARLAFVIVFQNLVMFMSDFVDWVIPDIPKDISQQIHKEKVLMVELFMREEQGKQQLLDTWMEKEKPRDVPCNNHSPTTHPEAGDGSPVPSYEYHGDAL
Calls only; i = inactive. Not all compounds are listed. The share of hits here may be higher or lower than overall.

SMILES | TMEM16A act
COc1ccccc1N1CC(C(=O)NCCC2=CCCCC2)CC1=O (centres undefined) | i
O=C(COC(=O)c1n[nH]c2ccccc12)Nc1ccccc1Br | i
CCN(C(=O)COC(=O)c1ccc(=O)n(Cc2ccccc2)n1)C1CCCCC1 | i
CCCCn1c(CCC(=O)O)nc2cc(S(=O)(=O)N3CCCC3)ccc21 | i
Cc1ccc(C(=O)OCC(=O)Nc2ccc3c(c2)OCCO3)cc1C | i
CC(=O)c1ccc(OC(C)C(=O)NCC2(N3CCOCC3)CCCCC2)cc1 (centres undefined) | i
COc1ccc(C(CNC(=O)c2ccco2)N2CCOCC2)cc1 (centres undefined) | i
CCN(C(=O)COC(=O)/C(C#N)=C/c1cc(C)n(CCOC)c1C)c1c(N)n(Cc2ccccc2)c(=O)[nH]c1=O | i
O=C1O[C@@H](c2ccc(O)cc2)Cc2cccc(O)c21 | i
CCCn1c(=O)n(C)c(=O)c2c(SCC(=O)Nc3cc(C)on3)nc(C(C)(C)C)nc21 | i
CC(=O)OCC(=O)C1(O)CCC2C3CCC4=CC(=O)CCC4(C)C3C(O)CC21C (centres undefined) | i
O=C(COc1cccc(F)c1)NNC(=O)Cc1ccc(Br)cc1 | i
Cc1ccc2nc(SCC(=O)NCCCN3CCCC3=O)[nH]c2c1 | i
O=C1CC(C(=O)N2CCN(c3ccccc3)CC2)CN1Cc1ccccc1 (centres undefined) | i
Cc1cnc(C(=O)OCC(=O)Nc2ccccc2-c2ccccc2)cn1 | i
COc1ccc2c(=O)cc(-c3ccncc3)oc2c1OC | i
CS(=O)(=O)c1ccc(Cl)c(NC(=O)CSc2nnc(-c3cccs3)n2N)c1 | i
CCOC(=O)c1c(SCCN2CCCCC2)n(-c2ccccc2)c(=S)n(-c2ccccc2)c1=O | i
Cc1sc2nc(CN3CCOCC3)nc(N3CCN(S(=O)(=O)c4ccccc4)CC3)c2c1C | i
COc1ccc(NS(=O)(=O)c2cccc(C(=O)OCC(=O)c3c(N)n(C)c(=O)n(C)c3=O)c2)cc1 | i
O=S(=O)(c1ccc(F)cc1)N1CCN(c2nc(-c3cccnc3)nc3ccccc23)CC1 | i
Cc1cc(=O)oc2cc(O)cc(OCc3ccccc3)c12 | i
O=C(CNc1ccc(F)cc1Cl)Nc1cccc(S(=O)(=O)N2CCCCC2)c1 | i
Cc1nc(SCC(=O)N2CCOCC2)c2c3c(sc2n1)CCC3 | i
Cc1ccc(C)c(S(=O)(=O)N(C)c2ccc(OC(=O)C3CCN(C(=O)Nc4ccccc4)CC3)cc2)c1 | i

Some of the entries so far, as tab-separated lines:
mol	TMEM16A act
CC(=O)OCC(=O)C1(O)CCC2C3CCC4=CC(=O)CCC4(C)C3C(O)CC21C (centres undefined)	i
CCCCn1c(CCC(=O)O)nc2cc(S(=O)(=O)N3CCCC3)ccc21	i
COc1ccccc1N1CC(C(=O)NCCC2=CCCCC2)CC1=O (centres undefined)	i
CCOC(=O)c1c(SCCN2CCCCC2)n(-c2ccccc2)c(=S)n(-c2ccccc2)c1=O	i
CC(=O)c1ccc(OC(C)C(=O)NCC2(N3CCOCC3)CCCCC2)cc1 (centres undefined)	i
Cc1ccc(C)c(S(=O)(=O)N(C)c2ccc(OC(=O)C3CCN(C(=O)Nc4ccccc4)CC3)cc2)c1	i

(continued)
SMILES | TMEM16A act
CCOc1ccc(OCCCC(=O)N2CCN(S(=O)(=O)c3ccccc3C#N)CC2)cc1 | i
O=C(O)c1cccc(N2C(=O)/C(=C/c3ccc(SCc4ccc(Cl)cc4)o3)SC2=S)c1 | i
COc1ccc(NS(=O)(=O)c2ccc(C)c(NC(=O)C3CCCO3)c2)cc1 (centres undefined) | i
CCN(c1ccccc1)S(=O)(=O)c1ccc(OC)c(NC(=O)C2CC2)c1 | i
COc1ccc(N2C(=O)CC(c3ccccc3)CC2=O)cc1 | i
COc1ccccc1/C=C/C(=O)Nc1cccc(S(=O)(=O)N2CCOCC2)c1 | i
CN(CC(=O)Nc1ccccc1Br)C(=O)c1ccccc1Sc1ccccc1C#N | i
Cc1ccc(CC2(OCCN(C)C)CCC(C(C)(C)C)CC2)cc1 (centres undefined) | i
Cn1nc(C(=O)OCC(=O)Nc2ccccc2OC(F)F)c2ccccc2c1=O | i
O=C(c1cc2ccccc2o1)N1CCN(S(=O)(=O)c2ccccc2)CC1 | i
COc1ccc(NC(=O)c2ccccc2)cc1 | i
Cc1ccc(SCC(=O)N(C)C2CCS(=O)(=O)C2)c(C)c1 (centres undefined) | i
COc1cc(C)c(NC(=O)c2cccc(S(=O)(=O)N3CCCC3)c2)cc1OC | i
O=C(CNC(=O)C1COc2ccccc2O1)Nc1ccc(F)c(F)c1 (centres undefined) | i
CC1CCCC(NC(=O)Cn2cc([N+](=O)[O-])ccc2=O)C1C (centres undefined) | i
C[C@]12C(=O)N(c3cccc(Cl)c3)C(=O)N1[C@@H]1c3ccccc3OC[C@@H]1[C@H]2c1ccccc1 | i
CC1CCCCC1NC(=O)COC(=O)CCC(=O)c1cccs1 (centres undefined) | i
Cc1ccccc1OCC(=O)OCC(=O)Nc1ccc2c(c1)OCO2 | i
CC(=O)Nc1ccc(S(=O)(=O)N[C@@H](C)C(=O)OCC(=O)NC2CCCC2)cc1 | i
CCSc1nc(-c2ccccc2)cc(=O)[nH]1 | i
Cc1cc(C(=O)OCC(=O)Nc2ccccc2C#N)c(C)o1 | i
O=C(COC(=O)CNC(=O)C1CCCCC1)Nc1ccccc1OC(F)F | i
Cc1cccc(N2CCN(C(=O)c3ccc4[nH]c(C)c(C)c4c3)CC2)c1C | i
O=c1c2ccccc2nc(/C=C/c2ccc3c(c2)OCO3)n1CCCO | i
CC(OC(=O)c1ccc([N+](=O)[O-])s1)C(=O)NC1CCCCC1C (centres undefined) | i

Laid out differently: entries from further up.
structure	TMEM16A act
COc1ccc(N2C(=O)CC(c3ccccc3)CC2=O)cc1	i
CS(=O)(=O)c1ccc(Cl)c(NC(=O)CSc2nnc(-c3cccs3)n2N)c1	i

New compounds follow
SMILES | TMEM16A act
Cc1ccc2cccc(OCC(=O)NCCC3=CCCCC3)c2n1 | i
O=C(Nc1ccc(C(F)(F)F)cc1)C1=NN(C2CCS(=O)(=O)C2)C(=O)CC1 (centres undefined) | i
CN(Cc1ccc(F)cc1)C(=O)c1cc(S(=O)(=O)N2CCCCC2)ccc1N1CCOCC1 | i
CN(CC1COc2ccccc2O1)C(=O)Cn1cc(C(F)(F)F)ccc1=O (centres undefined) | i
O=C(Nc1cc(S(=O)(=O)N2CCOCC2)ccc1N1CCCCC1)c1ccccc1 | i
O=S(=O)(NC1=NCCCCC1)c1ccc(Cl)cc1Cl | i
C[C@@H]1O[C@@H](OCCC(=O)O)[C@H](O)C[C@H]1O | i
Cc1nc2nc(C)n(CCN3CCOCC3)c(=O)c2c(-c2cccc([N+](=O)[O-])c2)c1C(=O)CCCCCCCCCCN1CCC(c2ccccc2)(c2ccccc2)CC1 | i
O=C(c1cccc(S(=O)(=O)N2CCOCC2)c1)N1CCN(S(=O)(=O)c2cccc([N+](=O)[O-])c2)CC1 | i
COc1ccc(NC(=O)C(C)N=C2NS(=O)(=O)c3ccccc32)cc1S(N)(=O)=O (centres undefined) | i
CN1CCN(S(=O)(=O)c2ccc(Nc3cccc(Cl)c3)c([N+](=O)[O-])c2)CC1 | i
CCOc1ccccc1OCC(=O)Nc1cc(C)on1 | i
CNC1(C)[C@H]2CC[C@H](C2)C1(C)C (some centres undefined) | i
CC(NCCN(C)C)C1CCC2C3CCc4cc(O)ccc4C3CCC12C (centres undefined) | i
C=CCn1c(=O)[nH]c(=O)c2c(N)c(C(=O)c3ccc(OC)cc3)sc21 | i
COc1cc(C(=O)NNC(=O)COc2ccccc2Cl)ccc1OCC(=O)N1CCOCC1 | i
Cc1ccc(S(=O)(=O)N(C)CC(=O)NCC(c2ccco2)N(C)C)cc1 (centres undefined) | i
Cc1ccc(S(=O)(=O)N2CCC[C@H]2C(=O)Nc2ccccc2C)cc1 | i
CON(C)C(=O)C[C@@H]1C[C@H](OC(=O)c2ccc([N+](=O)[O-])cc2)CN1C(=O)OC(C)(C)C | i
Nc1ccc(CCc2ccccn2)cc1 | i
COCCN(C(=O)CSCc1ccc(C)cc1)c1c(N)n(CC(C)C)c(=O)[nH]c1=O | i
COc1ccc(-c2nn(-c3ccccc3)cc2C(=O)NC2CC2)cc1 | i
CC(=O)c1cccc(S(=O)(=O)Nc2c(C)nn(C)c2C)c1 | i
CC(=O)Nc1ccc(S(=O)(=O)N[C@@H](C)C(=O)N2CCN(C/C=C/c3ccccc3)CC2)cc1 | i
Cc1ccc(S(=O)(=O)N2CCNC(=O)C2)c(C)c1 | i

The results go on.
SMILES | TMEM16A act
COC(=O)[C@H](Cc1ccccc1)NC(=O)Cn1ccc(NC(=O)OCc2ccccc2)nc1=O | i
CC(C)[C@H](NC(=O)c1ccccc1)C(=O)OCC(=O)c1c(N)n(C)c(=O)n(C)c1=O | i
COc1ccc(CNC(=O)CCC(=O)N2CCN(S(=O)(=O)c3cc([N+](=O)[O-])ccc3C)CC2)cc1 | i
CCCN1CCC(=O)NC1=S | i
O=C(NC1CCCCC1c1ccccc1)c1ccccc1 (centres undefined) | i
CNc1snc(C)c1C(=O)OCC(=O)c1ccc(Cl)cc1 | i
O=C(NCCC(=O)N1CCN(c2ccc(F)cc2)CC1)c1ccco1 | i
COc1ccc(/C=C2\SC(=O)N(CCNC(=O)Cn3[nH]c(=O)c4ccccc4c3=O)C2=O)cc1 | i
CC(C)CN1CC(C)C(=O)N(c2ccccc2)C1=S (centres undefined) | i
CC1CC(C)CN(C(=O)COC(=O)COc2ccccc2C#N)C1 (centres undefined) | i
Cc1ccc2c(c1)[C@H]1[C@H](CO2)[C@H](c2ccccc2)[C@]2(C)C(=O)Nc3ccccc3C(=O)N12 | i
CN(c1ccccc1)S(=O)(=O)c1cc(C(=O)Nc2ccccc2N2CCOCC2)ccc1Cl | i
CCOC(=O)C1(C(=O)OCC)COC(=O)C2(CC)OC21 (centres undefined) | i
Cc1cccc(C)c1NC(=O)CNC(=O)C1COc2ccccc2O1 (centres undefined) | i
Cc1ccc(CN2CC(C(=O)NC3CCCC(C)C3C)CC2=O)cc1 (centres undefined) | i
Cc1ccc(NS(=O)(=O)c2c(F)cc(F)c(Cl)c2F)cc1S(=O)(=O)N1CCOCC1 | i
CCOC(=O)c1nc(C(=O)NCc2ccc(C)cc2)nc2ccccc12 | i
C=CCn1ccc(=O)nc1SC | i
O=C1c2ccccc2N[C@@H]2C=CC[C@@H]2N1O | i
Cc1ccccc1NC(=O)c1cc(-c2ccco2)nc2ccccc12 | i
CCOC(=O)/C=C1\SCC(=O)N1CC(O)CN1C(=O)CS/C1=C/C(=O)OCC (centres undefined) | i
O=C(CSc1nnc(Nc2ccccc2F)s1)NC(=O)CN1CCCC1=O | i
COc1cc(C(=O)NNC(=O)c2cccc(Cl)c2)ccc1OCC(=O)N1CCOCC1 | i
O=S(=O)(CCS(=O)(=O)c1ccccc1)c1ccccc1 | i
CCc1nnc(NC(=O)Cc2ccc(S(=O)(=O)N3CCCCC3)cc2)s1 | i

Given with values ahead of the structure: part of the list above.
TMEM16A act | structure
i | COc1ccc(CNC(=O)CCC(=O)N2CCN(S(=O)(=O)c3cc([N+](=O)[O-])ccc3C)CC2)cc1
i | CCCN1CCC(=O)NC1=S

Next part:
SMILES | TMEM16A act
COc1ccc(SC[C@H](C)CN2CC[C@H](C(C)(C)C)CCC2=O)cc1 | i
Cc1sc2ncnc(N3CCN(S(=O)(=O)c4ccccc4)CC3)c2c1C | i
NC(=S)n1[nH]c(-c2ccc([N+](=O)[O-])cc2)c(N=Nc2ccccc2[N+](=O)[O-])c1=O | i
COc1cccc(NC(=O)CN(C)CC(=O)Nc2ccc3c(c2)OCO3)c1 | i
O=C1CC(NCc2ccccc2)C(=O)N1c1ccc(F)cc1 (centres undefined) | i
Cc1ccccc1C(=O)N1CCC(C(=O)N2CCN(c3ncccn3)CC2)CC1 | i
O=S(=O)(N(Cc1ccccc1)[C@@H](CO)Cc1ccccc1)N(Cc1ccccc1)[C@@H](CO)Cc1ccccc1 | i
COc1cc(OC)cc(C(=O)N[C@H](C(=O)OCC(=O)Nc2ccc3c(c2)OCO3)C(C)C)c1 | i
COc1cc(NC(=O)SC2=NCCS2)cc(OC)c1 | i
Cc1noc(C)c1S(=O)(=O)N(C)C[C@H]1Oc2ccc(NC(=O)Cc3ccccc3)cc2C(=O)N([C@H](C)CO)C[C@@H]1C | i
COc1cccc(CNC(=O)C2CCCN(C(=O)c3ccc(Cl)cc3)C2)c1 (centres undefined) | i
O=C(COc1ccc(F)cc1Br)NCc1nnc2ccccn12 | i
Cc1ccc(NC(=O)CNc2ccccc2N2CCCC2=O)cc1S(=O)(=O)N1CCCCC1 | i
COc1ccc(OCCCC(=O)Nc2ccc(OC)c(S(=O)(=O)N3CCOCC3)c2)cc1 | i
Cc1ccsc1C(=O)OCC(=O)NCc1ccccc1 | i
CCN(C(=O)CSc1nc2ccccc2n1CC(C)C)c1c(N)n(Cc2ccccc2)c(=O)[nH]c1=O | i
Cc1ccsc1C(=O)OCc1cc(=O)n2ccsc2n1 | i
COc1ccc(CN2CC(=O)N3[C@H]4c5ccc(OC)cc5OC[C@@H]4[C@H](c4ccccc4)[C@]3(C)C2=O)cc1 | i
O=C(COC(=O)c1cc(Cl)ccc1O)Nc1ccccc1C(=O)NC1CC1 | i
COc1cc(CNS(=O)(=O)CCl)cc(OC)c1OC | i
COc1ccc(NC(=O)CSCC(=O)N(C)Cc2ccc3c(c2)OCCO3)cc1 | i
Cn1cccc1C(=O)Nc1ccc(Cl)c(S(=O)(=O)N2CCCCC2)c1 | i
CC(C)NC(=O)Nc1ccc2c(c1)C(=O)N([C@H](C)CO)C[C@H](C)[C@@H](CN(C)S(=O)(=O)c1cccs1)O2 | i

A portion from further up, for reference:
SMILES | TMEM16A act
COc1cc(CNS(=O)(=O)CCl)cc(OC)c1OC | i
COc1ccc(NC(=O)CSCC(=O)N(C)Cc2ccc3c(c2)OCCO3)cc1 | i
Cn1cccc1C(=O)Nc1ccc(Cl)c(S(=O)(=O)N2CCCCC2)c1 | i
CC(C)NC(=O)Nc1ccc2c(c1)C(=O)N([C@H](C)CO)C[C@H](C)[C@@H](CN(C)S(=O)(=O)c1cccs1)O2 | i
